# GPR35 antagonists = inhibition of zaprinast-stimulated GPR35 beta-arrestin translocation – imaging, U2OS, beta-arrestin-GFP, zaprinast agonist, primary screen (AID 2058) | U2OS GPR35 beta-arrestin-GFP translocation imaging, zaprinast antagonism; higher % means a stronger effect | one-dose inhibition, % at 10 µM; IC50 in µM for titrated hits | actives 0.052% (n = 290,000);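 active = inhibition of at least 50% with at least 30 cells and total cytoplasm GFP at most 10,000,000; inconclusive = under 30 cells or total GFP of 10,000,000 plus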
# Yfh1-depleted yeast = enhancers of respiration in Yfh1-depleted yeast, dose response, Friedreich's ataxia, plus single-dose screen (AID 1465); actives 0.074% (n = 220,000); fold induction at 50 µM, or EC50 in µM where a hit was titrated; S. cerevisiae Yfh1-off respiration, WST-1 reduction, 72 h; higher fold induction means a stronger effect;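 active = fold induction of absorbance versus untreated yeast above a set limit, then at least 30% activation at any dose in follow-up; inconclusive = repeats straddling the limit, or above it without dose testing; inactive = fold induction below the set limit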;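 note: activators that raise dye reduction in frataxin-depleted yeast; strong numbers were not always called active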
# SV40 large T antigen = TAg ATPase/helicase activity blockers – biochemical (AID 1903); SV40 large T antigen ATPase/helicase inhibition assay; higher % means a stronger effect; inhibition, % at 20 µM, or IC50 in µM where a hit was titrated; actives 0.39% (n = 310,000); in the data active = a potency from the dose series; inconclusive = inhibition mostly from about 32% at the one dose, without a potency; inactive = the rest, 99 in 100 with inhibition below about 32%; note: strong numbers were not always called active
# Rac1 GTP hydrolysis = MgcRacGAP GTPase-activating activity inhibitors, confirmation, biochemical, ADP Hunter fluorescence. MgcRacGAP-stimulated Rac1 GTP hydrolysis, ADP Hunter fluorescence; higher % means a stronger effect; GST-tagged Rac1 F28L mutant substrate. inhibition, % at 30 µM, or IC50 in µM where a hit was titrated. actives 0.6% (n = 340,000). AID 624330;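 active = first-screen hits whose inhibition reached a set limit at any dose in the follow-up dose series; inconclusive = inhibition above the set first-screen limit but never retested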;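 note: fluorescence reports GDP produced by GAP-driven GTP hydrolysis; strong numbers were not always called active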
# GPR55 antagonists = inhibition of LPI-stimulated GPR55 beta-arrestin translocation – imaging, U2OS, beta-arrestin-GFP, LPI agonist, primary screen (AID 2013). U2OS GPR55 beta-arrestin-GFP translocation imaging, LPI antagonism; higher % means a stronger effect. inhibition, % at 10 µM; hits with a dose series show IC50 in µM. actives 0.13% (n = 290,000);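 active = spots per cell inhibited over 60%, with over 100 cells counted and total cytoplasm intensity under 500,000; inconclusive = wells with under 100 cells, flagged as likely toxic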;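 note: U2OS cells stably carrying GPR55 and arrestin-GFP stimulated by 5 µM LPI near EC80; imaged beta-arrestin-GFP aggregate spots per cell after agonist stimulation; plate controls were LPI-stimulated DMSO wells for no effect and DMSO wells without LPI for full effect; some results filed as inactive read as strong as hits; confirmed hits need IC50 under 10 µM and bright autofluorescent wells are also inconclusive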
# GPR55 beta-arrestin = selective activators of receptor GPR55 – imaging, U2OS cells, beta-arrestin-GFP redistribution, primary screen (AID 1961). U2OS GPR55 beta-arrestin-GFP redistribution imaging; higher % means a stronger effect. activation, % at 10 µM; hits with a dose series show EC50 in µM. actives 0.048% (n = 290,000);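 active = activation above 40% with more than 50 cells counted in the well; inconclusive = wells holding fewer than 50 cells, flagged as toxic or sparse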;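 note: U2OS osteosarcoma cells stably expressing GPR55 and beta-arrestin-GFP; plate controls were DMSO negative control for no effect and LPI positive control for full effect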
# AID2073 = disruptors of CaV2.2 binding to Mint1 – biochemical, HTRF (AID 2073) | HTRF protein-protein interaction, Mint1-CaV2.2; higher % means a stronger effect | one-dose inhibition, % at 20 µM; IC50 in µM for titrated hits | actives 0.19% (n = 290,000); in the data active = inhibition mostly above about 51%, no sharp cut-off; inconclusive = no clear call, values can overlap the other calls; inactive = mostly below about 53%; note: some results filed as inactive read as strong as hits
# Dengue-2 NS5 capping = Dengue-2 NS5 methyltransferase inhibitors, primary screen, biochemical, confirmation dose response (AID 588689); inhibition, % at 25 µM, or IC50 in µM where a hit was titrated; Dengue-2 NS5 methyltransferase capping enzyme assay, biochemical; higher % means a stronger effect; actives 0.3% (n = 340,000); in the data active = a potency from the dose series; inconclusive = inhibition above about 29% without an active follow-up result
# NTR1 agonist = NTR1-driven beta-arrestin-GFP spot formation – imaging, U2OS cells, high content, primary screen (AID 493036). agonist mode. activation, % at 20 µM. actives 0.17% (n = 330,000). P30989;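 active = activation at or above 40% of the spot to cytoplasm intensity ratio, with at least 20 cells analyzed; inconclusive = wells under 20 cells, flagged as cytotoxic or low count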;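 note: 0% = DMSO without peptide and 100% = 100 nM NTR1 peptide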
# Target sequence (P30989 whole entry, looked up): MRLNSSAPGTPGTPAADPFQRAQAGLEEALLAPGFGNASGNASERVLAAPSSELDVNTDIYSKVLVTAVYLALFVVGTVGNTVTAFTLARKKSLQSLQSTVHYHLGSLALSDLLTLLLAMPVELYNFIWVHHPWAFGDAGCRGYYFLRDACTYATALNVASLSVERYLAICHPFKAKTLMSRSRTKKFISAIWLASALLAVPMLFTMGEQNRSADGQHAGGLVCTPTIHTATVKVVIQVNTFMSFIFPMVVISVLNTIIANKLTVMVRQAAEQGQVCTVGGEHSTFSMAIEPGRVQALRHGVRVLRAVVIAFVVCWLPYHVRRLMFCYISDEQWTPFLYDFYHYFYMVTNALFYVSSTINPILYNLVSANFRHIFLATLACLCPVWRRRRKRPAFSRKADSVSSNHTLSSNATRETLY
# NTR1 agonist cell count 20 µM = second read-out of NTR1 agonist, no call of its own (marks repeat the call); cell count; measured here: cell count, cytotoxicity flag
# Dengue-2 NS5 capping pilot replicate = second read-out of Dengue-2 NS5 capping, no call of its own (marks repeat the call); inhibition, %; measured here: pilot screen replicate inhibition
# An asterisk follows results filed as active; i = inactive; u = inconclusive; x = not tested or not shown.
SMILES,GPR35 antagonists,Yfh1-depleted yeast,SV40 large T antigen,Rac1 GTP hydrolysis,GPR55 antagonists,GPR55 beta-arrestin,AID2073,Dengue-2 NS5 capping,NTR1 agonist,NTR1 agonist cell count 20 µM,others
COc1cc(C(=S)N2CCCC2)cc(Cl)c1O,-2%,i,7%,7%,8%,-0.1%,-29%,2%,0.4,86,
COc1ccc(S(=O)(=O)N2CCN(C(=O)c3cc(-c4ccccc4OC)n[nH]3)CC2)cc1,-7%,x,x,7%,-1%,-0.3%,7%,-6%,-1.7,59,
CCOC(=O)CCc1c(C)nc2cc(-c3ccc(F)cc3)[nH]n2c1=O,3%,i,3%,-5%,0%,0.0%,1%,20%,-0.2,31,
O=C(CSc1cccc[n+]1[O-])c1cc(Cl)ccc1Cl,9%,i,14%,-1%,1%,-0.2%,-1%,-9%,1.4,45,
CC1CCC2(CC1)NC(=O)N(Cc1cc(=O)n3ccsc3n1)C2=O (stereo unspecified),-8%,i,10%,x,12%,-0.1%,10%,x,1.5,51,
CCOc1cc([N+](=O)[O-])cc(/C=C2/NC(=O)N(Cc3ccccc3F)C2=O)c1O,11%,i,13%,17%,10%,-0.3%,-2%,59µM*,3.0,38,
O=C(Cc1cccs1)N(c1ccc(Br)cc1)C1C=CS(=O)(=O)C1 (stereo unspecified),-3%,i,3%,2%,-7%,0.2%,-1%,-2%,0.5,63,
Cc1oc(-c2ccccc2)nc1C(=O)OCC(=O)NC(=O)NCC(C)C,10%,i,-1%,7%,1%,-0.1%,0%,-4%,3.8,92,
Cc1ccc(C(=O)Cc2cc3ccccc3oc2=O)c(C)c1,21%,x,9%,8%,2%,-0.3%,13%,0%,-1.4,84,
COC(=O)C1=C(N)c2c(F)cccc2C1(C#N)c1ccc(F)cc1 (stereo unspecified),-18%,i,1%,12%,1.3µM*,-0.1%,2%,-3%,-0.1,53,
COC(=O)c1ccc(CSc2nnc(NC(=O)C3CC(=O)N(Cc4ccc(C)cc4)C3)s2)cc1 (stereo unspecified),6%,i,25%,10%,15%,0.1%,9%,-3%,-0.3,65,
COc1ccccc1OCC(=O)N(Cc1nc(-c2ccccc2)no1)C1CCCCC1,3%,i,8%,7%,-5%,-0.1%,-2%,-8%,3.2,61,
CCOC(=O)c1cc2cc(F)ccc2nc1C,-2%,i,-12%,9%,-7%,-0.2%,0%,3%,-0.2,51,
COc1cc(-c2nn3c(COc4ccccc4)nnc3s2)cc(OC)c1OC,0%,i,-1%,6%,9%,-0.2%,-7%,-4%,4.5,82,Dengue-2 NS5 capping pilot replicate=3.0
O=C(OC(C(=O)NC1CCCC1)c1ccccn1)c1cccs1 (stereo unspecified),8%,i,16%,8%,-5%,-0.2%,3%,5%,x,x,
CCN1CCc2c(OCC(=O)Nc3ccc4c(c3)OCCO4)cccc2C1=O,5%,i,1%,x,6%,0.5%,-9%,x,3.4,62,
CCCCC(=O)N/N=C/c1ccc(Sc2cccc3cccnc23)o1,5%,i,26%,9%,-8%,-0.1%,-16%,-3%,4.3,49,
Cc1cc(SCC(=O)NCC(c2cccs2)N2CCOCC2)c(C)cc1Br (stereo unspecified),x,x,11%,11%,x,x,x,-3%,2.5,51,
CN(C)S(=O)(=O)c1ccc(Cl)c(NC(=O)COC(=O)/C=C/c2cnc3ccccc3n2)c1,14%,i,6%,-13%,4%,0.2%,4%,9%,1.5,61,
COc1ccccc1N1C(=NC(=O)C2CCCCC2)SC2CS(=O)(=O)CC21 (stereo unspecified),-8%,x,6%,9%,1%,-0.1%,-8%,2%,4.8,49,
CC(=O)C1=NN(c2ccccc2)C(c2ccc3c(c2)OCO3)N1c1ccc(N2CCOCC2)cc1 (stereo unspecified),-5%,i,9%,1%,2%,0.3%,7%,-4%,8.1,47,
Cc1ccc2nc(SC(C)C(=O)N3CC(C)OC(C)C3)[nH]c2c1 (stereo unspecified),2%,i,6%,10%,-7%,0.1%,-14%,8%,0.8,57,
COc1ccc(S(=O)(=O)N2CCOC23CCN(S(=O)(=O)c2c(C)cc(C)cc2C)CC3)cc1,x,x,8%,4%,x,x,x,-6%,-0.5,58,
O=C(NC(=S)Nc1ccc(N2CCOCC2)cc1)c1cccs1,1%,i,4%,6%,4%,-0.2%,-14%,-12%,1.0,38,
COc1ccc2oc(=O)c(/C(C)=N/Nc3ccccc3)cc2c1,-12%,i,3%,-5%,2%,0.2%,27%,5%,-1.3,85,
O=C(COc1cc(Cl)c(Cl)cc1Cl)NCCc1ccccn1,14%,i,-1%,3%,-12%,-0.3%,-8%,2%,2.0,63,
CC1(C(=O)CSc2ncn[nH]2)CCC(=O)O1 (stereo unspecified),-8%,i,11%,x,-6%,-0.1%,11%,x,0.2,37,
CC(=O)c1ccc(S(=O)c2ccccc2)cc1 (stereo unspecified),7%,i,9%,6%,4%,-0.3%,-4%,0%,2.0,79,
CC(=Nc1ccccc1)c1sc2ccccc2c1O,-13%,i,1%,19%,-12%,-0.4%,9%,-11%,3.8,52,
Cc1ccc(S(=O)(=O)c2nc(S(C)(=O)=O)sc2NCC2CCCO2)cc1 (stereo unspecified),-20%,i,5%,-3%,-4%,-0.3%,-3%,-5%,0.2,32,
O=C(O)c1cccc(Nc2ncnc3sccc23)c1,-4%,i,5%,x,-3%,-0.1%,-3%,x,0.1,49,
COc1ccc(OCCSc2nc(N)cc(N)n2)cc1,11%,i,3%,0%,-9%,-0.1%,-6%,-5%,0.9,67,
Cc1cccc(-c2n[nH]c(=S)n2C)c1,-2%,i,6%,15%,-8%,0.1%,7%,0%,0.9,65,
CCN(CC)CCCNC(=O)c1cn(C)c(=O)c2c1c1ccccc1n2C,5%,x,7%,9%,1%,0.0%,11%,-2%,4.0,46,
CN(C)S(=O)(=O)c1cccc(NC(=S)Nc2ccc(Cl)cc2Cl)c1,8%,i,8%,7%,14%,-0.1%,-15%,-4%,-0.7,82,
CCOC(=O)c1c(NC(=O)/C=C/C(=O)O)sc(C)c1-c1ccc(C)c(C)c1,0%,i,20%,-29%,-11%,0.4%,-8%,75µM*,1.4,50,

# Seven entries from above, arranged by SMILES length, low to high:
SMILES,GPR35 antagonists,Yfh1-depleted yeast,SV40 large T antigen,Rac1 GTP hydrolysis,GPR55 antagonists,GPR55 beta-arrestin,AID2073,Dengue-2 NS5 capping,NTR1 agonist,NTR1 agonist cell count 20 µM,others
CC(=Nc1ccccc1)c1sc2ccccc2c1O,-13%,i,1%,19%,-12%,-0.4%,9%,-11%,3.8,52,
CC(=O)c1ccc(S(=O)c2ccccc2)cc1 (stereo unspecified),7%,i,9%,6%,4%,-0.3%,-4%,0%,2.0,79,
COc1ccc(OCCSc2nc(N)cc(N)n2)cc1,11%,i,3%,0%,-9%,-0.1%,-6%,-5%,0.9,67,
COc1ccc2oc(=O)c(/C(C)=N/Nc3ccccc3)cc2c1,-12%,i,3%,-5%,2%,0.2%,27%,5%,-1.3,85,
CCN(CC)CCCNC(=O)c1cn(C)c(=O)c2c1c1ccccc1n2C,5%,x,7%,9%,1%,0.0%,11%,-2%,4.0,46,
Cc1ccc(S(=O)(=O)c2nc(S(C)(=O)=O)sc2NCC2CCCO2)cc1 (stereo unspecified),-20%,i,5%,-3%,-4%,-0.3%,-3%,-5%,0.2,32,
CCOC(=O)c1c(NC(=O)/C=C/C(=O)O)sc(C)c1-c1ccc(C)c(C)c1,0%,i,20%,-29%,-11%,0.4%,-8%,75µM*,1.4,50,

# (more compounds)
SMILES,GPR35 antagonists,Yfh1-depleted yeast,SV40 large T antigen,Rac1 GTP hydrolysis,GPR55 antagonists,GPR55 beta-arrestin,AID2073,Dengue-2 NS5 capping,NTR1 agonist,NTR1 agonist cell count 20 µM,others
COc1ccc(C(=O)Nc2cc(C)nn2-c2ccc(C)cc2)cc1,14%,x,-1%,5%,4%,0.8%,3%,-10%,-0.1,54,
Cc1c(C(=O)N2CCC(C)CC2)sc2ncnc(N(C)c3ccccc3)c12,-6%,i,7%,7%,14%,0.6%,2%,-5%,4.3,73,
CCOC(=O)N1CCN(C(=S)Nc2cc(S(=O)(=O)N3CCOCC3)ccc2Cl)CC1,-12%,i,-8%,-7%,6%,-0.2%,u,3%,3.8,48,
CN(CCCNC(=O)CN1C(=O)CC(C)(C)S(=O)(=O)c2ccccc21)C1CCCCC1,2%,x,8%,5%,-2%,0.2%,-6%,-4%,x,x,
CC(=O)c1ccc(NC(=O)Nc2ccc3c(c2)N(C)C(=O)CS3)cc1,9%,i,6%,7%,0%,-0.2%,45%,-20%,2.7,82,
O=C(NCCCN1CCOCC1)c1sc2cc(F)ccc2c1Cl,-4%,i,-4%,15%,0%,-0.1%,-1%,6%,0.0,90,
O=C(Nc1ccnn1C1CCN(Cc2ccccc2F)CC1)C1CCCC1,0%,x,6%,7%,2%,-0.2%,-10%,-2%,0.0,58,
CN(C(=O)CSc1nnc(-c2ccccc2)o1)c1c(N)n(Cc2ccccc2)c(=O)[nH]c1=O,6%,i,22%,2%,-6%,-0.5%,11%,1%,1.1,45,
CC(/C=N/Nc1nnc2c(n1)[nH]c1ccccc12)=C\c1ccco1,-15%,i,24%,3%,-16%,0.3%,10%,-4%,1.2,51,
COc1cccc(CN2CC(C(=O)NCCn3cccn3)CCC2=O)c1 (stereo unspecified),-6%,x,17%,-10%,19%,-0.2%,7%,-11%,0.2,72,
COc1ccc(CCN(C)C(=O)Cc2ccc(-c3ccccc3)cc2)cc1OC,-8%,x,7%,5%,-4%,-0.2%,-18%,1%,3.2,38,
COc1ccc(C(=O)n2nc(C)cc2C)cc1OC,-5%,i,-4%,15%,2%,-0.1%,14%,1%,0.9,84,
CCCCC(=O)Nc1nnc(SCC(=O)NC2CC2)s1,26%,x,4%,-5%,7%,-0.2%,11%,12%,-0.3,59,
Cc1[nH]nc(NCCO)c1[N+](=O)[O-],3%,i,14%,8%,-11%,-0.3%,-10%,1%,-0.3,60,
CCCCCCC(=O)NNC(=O)c1c(O)c2ccccc2n(CC)c1=O,8%,i,5%,-6%,12%,-0.7%,17%,-2%,1.7,48,

# From PubChem BioAssay
